Vif-A3F inh – qHTS for Inhibitors of Vif-A3F Interactions: qHTS; HeLa A3F-eYFP + Vif (tagged APOBEC3F with the HIV-1 protein that degrades it), YFP fluorescence increase; 0.2% of 390,000 active; Potency, µM (top dose mostly 46.1 µM), for the others: at the highest dose activity, negative = active; AID 602313, 2012; further: potency means the concentration at half of the fitted maximal effect; % of control where 0% means no effect; nearly all actives have a fitted effect of over 65% in size
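HeLa cells stably expressing A3F-eYFP plus Vif, plated and incubated overnight at 37 deg C, then exposed to compounds overnight at 37 deg C. Blocked degradation read as raised yellow fluorescence (Ex 488/Em 500-530).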
RXFP1 ag – qHTS Assay for Agonists of the Relaxin Receptor RXFP1. Relaxin receptor 1 (Homo sapiens), Q9HBX9. HEK293T-RXFP1 cAMP TR-FRET, 30 min; response scale: percent of porcine relaxin response, buffer zero. Potency, µM (top dose mostly 57.5 µM), for inactives: top-dose activation, usual class: activators. 0.3% of 370,000 active. AID 2676, 2010; further: potency means the concentration at half of the fitted maximal effect; on the % scale 0 is the no-effect control and ±100 the full control effect; nearly all actives have a fitted effect of over 60% in size; many of its hits are not listed in these tables
Target sequence (Q9HBX9 whole entry, looked up): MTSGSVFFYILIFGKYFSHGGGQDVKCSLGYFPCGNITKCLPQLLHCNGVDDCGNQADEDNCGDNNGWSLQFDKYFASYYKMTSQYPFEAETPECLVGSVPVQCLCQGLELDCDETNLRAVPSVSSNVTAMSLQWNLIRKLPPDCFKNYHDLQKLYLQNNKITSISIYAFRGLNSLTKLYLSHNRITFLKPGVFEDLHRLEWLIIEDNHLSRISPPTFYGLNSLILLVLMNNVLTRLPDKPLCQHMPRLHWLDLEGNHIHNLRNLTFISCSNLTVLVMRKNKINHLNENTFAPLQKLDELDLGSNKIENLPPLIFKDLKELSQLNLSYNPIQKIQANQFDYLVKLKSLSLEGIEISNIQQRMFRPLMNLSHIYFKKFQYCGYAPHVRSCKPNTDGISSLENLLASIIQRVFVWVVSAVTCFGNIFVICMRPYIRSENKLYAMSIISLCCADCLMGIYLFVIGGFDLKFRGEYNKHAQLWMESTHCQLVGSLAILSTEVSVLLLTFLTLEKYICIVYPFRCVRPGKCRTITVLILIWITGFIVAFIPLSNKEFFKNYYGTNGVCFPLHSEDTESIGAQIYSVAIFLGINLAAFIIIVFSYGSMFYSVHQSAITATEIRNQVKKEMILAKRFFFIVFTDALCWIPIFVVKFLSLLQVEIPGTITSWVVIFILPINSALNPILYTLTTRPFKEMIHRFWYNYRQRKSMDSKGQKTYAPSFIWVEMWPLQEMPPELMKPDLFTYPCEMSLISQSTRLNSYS
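cAMP rise read by TR-FRET after 30 min, 37C compound exposure (up to 58 uM) in RXFP1-transfected HEK293 cells with Ro 20174 present. EC50 from Hill-equation fits, with 29 nM porcine relaxin as 100% and buffer as basal.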
Vif-A3G inh – qHTS for Inhibitors of Vif-A3G Interactions: qHTS. 0.076% of 410,000 active. DNA dC->dU-editing enzyme APOBEC-3G (Homo sapiens), Q9HC16. Potency, µM (titrated, usually from 46.1 µM), for the others: top-dose activity, negative = active, most hits filed as inhibitors. HeLa A3G-eYFP + Vif (tagged APOBEC3G with the HIV-1 protein that degrades it), YFP fluorescence, overnight. AID 602310, 2012;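 further: potency means the concentration at half of the fitted maximal effect; on the % scale 0 is the no-effect control and ±100 the full control effect; nearly all actives have a fitted effect of over 60% in size; hits raise eYFP signal because A3G escapes Vif-driven loss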
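Read-out is eYFP fluorescence (Ex 488/Em 500-530) from Vif-expressing HeLa A3G-eYFP cells; more signal means A3G escaped Vif-mediated degradation. Cells plated overnight, compound pinned in, incubated overnight at 37 deg C.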
TrxR1 substrate – qHTS Assay for Substrates of Mammalian Selenoprotein Thioredoxin Reductase 1 (TrxR1): qHTS. 0.01% of 390,000 active. purified TrxR1 substrate turnover, NADPH consumption readout. Potency, µM (doses to about 114 µM), for inactives: top-dose activity change, negative = substrate turnover; further: potency means the concentration at half of the fitted maximal effect; on the % scale 0 is the no-effect control and ±100 the full control effect; nearly all actives have a fitted effect of over 50% in size
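Rat TrxR1, dispensed at 90 nM, was prereduced with 400 uM NADPH (final) for 5 min at ~22 deg C, then incubated with compound 15 min before 400 uM selenite. A first-read NADPH fluorescence drop versus no-compound background flagged substrates.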
USP1-UAF1 inh – Inhibitors of USP1/UAF1: Primary Screen; Ubiquitin carboxyl-terminal hydrolase 1 (Homo sapiens), O94782; recombinant USP1/UAF1, Ub-Rhodamine cleavage fluorescence; Potency, µM (titrated, usually from 57.1 µM), without a hit: at the highest dose activity change, negative = inhibition, hits mostly inhibitors; 0.23% of 390,000 active; further: potency means the concentration at half of the fitted maximal effect; on the % scale 0 is the no-effect control and ±100 the full control effect; nearly all actives have a fitted effect of over 60% in size; inactives centre near -12
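In this screen, compounds sit with the deubiquitinase complex (1nM) for 15 min at room temperature before Ub-Rho is added at 150nM final. Fluorescence rise is then followed for 6 reads every 60 seconds.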
mIDH1 inhibitor – qHTS for Inhibitors of mutant isocitrate dehydrogenase 1 (IDH1): qHTS | IDH1-R132H enzyme, NADPH consumption, diaphorase/resazurin fluorescence | Potency, µM (highest dose often 76.6 µM), inactives show top-dose activity change, negative = inhibition, hits mostly inhibitors | 0.093% of 390,000 active | AID 602179, 2012; further: potency means the concentration at half of the fitted maximal effect; on the % scale 0 is the no-effect control and ±100 the full control effect; nearly all actives have a fitted effect of over 65% in size
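IDH1-R132H (0.5 ug/mL) preincubated 30 min with compound, then NADPH (0.016 mM) and alpha-KG (2 mM) added; 80 min at RT, pH 7.5. Remaining NADPH coupled via diaphorase/resazurin to fluorescence (540/590 nm); concentration-response curves normalized to no-enzyme control.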
PI4K2A inh – qHTS for small molecular inhibitors of PI4K2A. activity change, negative = inhibition, % at 76.9 µM. 0.13% of 420,000 active. AID 1346378, 2018. Phosphatidylinositol 4-kinase type 2-alpha (Homo sapiens), Q9BTU6. purified PI4K2A, ADP-Glo luminescence, 1 h; hits give low values; in the data active means activity change below about -50%; inconclusive means mostly about -30% to -49%;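 further: -100% = wells without enzyme as full effect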
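Compounds are screened against recombinant PI4K2A using PI as substrate and ATP, the latter dispensed at 300 microM. Reactions run one hour at ambient temperature before ADP-Glo detection; full inhibition defined by wells lacking enzyme.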
Glioma ERSR ind – qHTS for Inducers of the Endoplasmic Reticulum Stress Response (ERSR) in Human Glioma: qHTS. Potency, µM, for inactives: top-dose activation, hits mostly activators. 0.02% of 420,000 active. U87-MG GRP78 promoter luciferase reporter, 16 h; further: potency means the concentration at half of the fitted maximal effect; series mostly up to about 76 µM; % of control where 0% means no effect; nearly all actives have a fitted effect of over 35% in size
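ERSR induction read as luciferase luminescence (Bright-Glo, 10 min at room temperature) in stably transfected human U87-MG glioma cells exposed to compounds for 16 h, using GRP78 as sensor.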
LDHA inh – qHTS assay for inhibitors of human lactate dehydrogenase. purified LDHA, NADH/diaphorase-resazurin fluorescence; hits give low values. activity change, % (values are at about 110 or 230 µM). 0.15% of 480,000 active. AID 1347041, 2019; in the data active means activity change below about -30%; inconclusive means mostly about -25% to -30%;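 further: plate controls were DMSO wells for no effect and wells without enzyme for full effect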
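Enzyme activity of human lactate dehydrogenase 5 (2 nM; 0.06 mM NADH, 0.2 mM pyruvate, 5 min, RT) is measured via a resazurin/diaphorase fluorescence readout of residual NADH.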
* = called active by the depositor; [ ] = another dose, or the depositor's remark. Unless noted, the call rests on the fitted dose curve; in most records, active means well fitted curve in the direction sought with a large enough effect; inconclusive means small, poorly fitted or top-dose-only effect, or another doubt; inactive means no such curve, though single readings can be large; an effect the other way counts as inactive or inconclusive. Only part of the results is shown. The share of hits here may be higher or lower than overall.

How did Cc1cc(F)ccc1S(=O)(=O)Nc1ccccc1C(=O)NC1CCN(Cc2ccccc2)CC1 do in these assays?
Vif-A3F inh: -5%; RXFP1 ag: 1.0%; Vif-A3G inh: -2%; TrxR1 substrate: 29%; USP1-UAF1 inh: -4%; mIDH1 inhibitor: 7%; PI4K2A inh: -1; Glioma ERSR ind: -3%; LDHA inh: -6

How did CNC(=S)N(C1=NCC(c2ccc([N+](=O)[O-])cc2)S1)c1ccccc1 (stereo not drawn) do in these assays?
Vif-A3F inh: -7%; RXFP1 ag: -0.2%; Vif-A3G inh: 0%; TrxR1 substrate: 3%; USP1-UAF1 inh: -24%; mIDH1 inhibitor: 17%; PI4K2A inh: 3; Glioma ERSR ind: 2%; LDHA inh: -7

What do the screens show for `CCOC(=O)C1CCN(C(=O)CCNS(=O)(=O)c2cc(Br)cnc2N)CC1`?
Vif-A3F inh: 2%; RXFP1 ag: -0.5%; Vif-A3G inh: 0%; TrxR1 substrate: 8%; USP1-UAF1 inh: -26%; mIDH1 inhibitor: 0%; PI4K2A inh: -1; Glioma ERSR ind: -3%; LDHA inh: -4

What do the screens show for `CCCCN(C)CCCNC(=O)c1ccc2c(c1)N(CC)C(=O)c1ccccc1S2=O` (stereo not drawn)?
Vif-A3F inh: -16%; RXFP1 ag: 0.5%; Vif-A3G inh: 4%; TrxR1 substrate: 10%[57.1 µM]; USP1-UAF1 inh: -7%; mIDH1 inhibitor: -9%; PI4K2A inh: 9; Glioma ERSR ind: -1%; LDHA inh: -7

How did O=P(c1ccccc1)(c1ccccc1)c1cc(Br)cc(Br)c1OCCO do in these assays?
Vif-A3F inh: -1%; RXFP1 ag: -2.0%; Vif-A3G inh: -11%; TrxR1 substrate: -8%; USP1-UAF1 inh: -29%; mIDH1 inhibitor: -2%; PI4K2A inh: 1; Glioma ERSR ind: -1%; LDHA inh: -14

Results for Cc1ccc(C(=O)C(C)N(C(=O)c2ccc(Cl)cc2Cl)N2C(=O)CCCC2=O)cc1 (stereo not drawn) ?
Vif-A3F inh: 2%; RXFP1 ag: -0.1%; Vif-A3G inh: -4%; TrxR1 substrate: 8%[57.1 µM]; USP1-UAF1 inh: 4%; mIDH1 inhibitor: 10%; PI4K2A inh: -2; Glioma ERSR ind: 0%; LDHA inh: -3

What do the screens show for `COc1ccc(-n2c(C)cc(C(=O)COC(=O)c3ccc(O)cc3O)c2C)cc1`?
Vif-A3F inh: -3%; RXFP1 ag: -0.6%; Vif-A3G inh: 1%; TrxR1 substrate: -5%; USP1-UAF1 inh: -3%; mIDH1 inhibitor: -2%; PI4K2A inh: -8; Glioma ERSR ind: 2%; LDHA inh: 2

How did Cc1nn(C)cc1NC(=O)Cn1nc(C(F)(F)F)cc1C1CC1 do in these assays?
Vif-A3F inh: -2%; RXFP1 ag: 2.9%; Vif-A3G inh: 0%; TrxR1 substrate: -7%; USP1-UAF1 inh: -9%; mIDH1 inhibitor: -2%; PI4K2A inh: 1; Glioma ERSR ind: -2%; LDHA inh: -6

Results for CC(=O)N1CC(C)Sc2ccc(S(=O)(=O)NCc3ccccc3Cl)cc21 (stereo not drawn) ?
Vif-A3F inh: 2%; RXFP1 ag: 0.0%; Vif-A3G inh: 0%; TrxR1 substrate: -2%; USP1-UAF1 inh: -27%; mIDH1 inhibitor: 0%; PI4K2A inh: 1; Glioma ERSR ind: -3%; LDHA inh: -2

Results for O=C(COC(=O)C1CCCCC1)Nc1cc([N+](=O)[O-])ccc1F ?
Vif-A3F inh: 1%; RXFP1 ag: -0.3%; Vif-A3G inh: 3%; TrxR1 substrate: -7%; USP1-UAF1 inh: -13%; mIDH1 inhibitor: -1%; PI4K2A inh: 4; Glioma ERSR ind: -3%; LDHA inh: -4

Results for CCCCn1c(-c2cccc(Br)c2)nc2cc3[nH]c(=O)c(C(C)C)nc3cc21 ?
Vif-A3F inh: inconclusive; RXFP1 ag: 2.4%; Vif-A3G inh: -4%; TrxR1 substrate: 11%; USP1-UAF1 inh: inconclusive; mIDH1 inhibitor: -18%; PI4K2A inh: -5; Glioma ERSR ind: -3%; LDHA inh: 3

Results for CCOc1ccc(-n2c(=O)c3c(C)c(C(=O)N(C)C)sc3n(CC(=O)Nc3c(C)cc(C)cc3C)c2=O)cc1 ?
Vif-A3F inh: -6%; RXFP1 ag: 0.6%; Vif-A3G inh: 4%; TrxR1 substrate: -5%[57.1 µM]; USP1-UAF1 inh: -24%; mIDH1 inhibitor: -14%; PI4K2A inh: -3; Glioma ERSR ind: -4%; LDHA inh: -9

Of the compounds above, 2 have two or more sulfur atoms.
How did CNC(=S)N(C1=NCC(c2ccc([N+](=O)[O-])cc2)S1)c1ccccc1 (stereo not drawn) do in these assays?
Vif-A3F inh: -7%; RXFP1 ag: -0.2%; Vif-A3G inh: 0%; TrxR1 substrate: 3%; USP1-UAF1 inh: -24%; mIDH1 inhibitor: 17%; PI4K2A inh: 3; Glioma ERSR ind: 2%; LDHA inh: -7

Results for CC(=O)N1CC(C)Sc2ccc(S(=O)(=O)NCc3ccccc3Cl)cc21 (stereo not drawn) ?
Vif-A3F inh: 2%; RXFP1 ag: 0.0%; Vif-A3G inh: 0%; TrxR1 substrate: -2%; USP1-UAF1 inh: -27%; mIDH1 inhibitor: 0%; PI4K2A inh: 1; Glioma ERSR ind: -3%; LDHA inh: -2

Further entries:
What do the screens show for `Cc1ccccc1NC(=S)N(Cc1cccnc1)Cc1ccccc1Cl`?
Vif-A3F inh: -2%; RXFP1 ag: -0.6%; Vif-A3G inh: 0%; TrxR1 substrate: -4%[57.1 µM]; USP1-UAF1 inh: -11%; mIDH1 inhibitor: 3%; PI4K2A inh: 2; Glioma ERSR ind: -2%; LDHA inh: -2

What do the screens show for `Cc1ccc(Oc2ccc(S(=O)(=O)Nc3ccc(C(=O)O)cc3)cc2)cc1`?
Vif-A3F inh: -2%; RXFP1 ag: -1.8%; Vif-A3G inh: -11%; TrxR1 substrate: -1%; USP1-UAF1 inh: -12%; mIDH1 inhibitor: -9%; PI4K2A inh: 2; Glioma ERSR ind: 0%; LDHA inh: -3

How did Cc1ccccc1-c1nnn(Cc2ccc(-c3nn[nH]n3)cc2)n1 do in these assays?
Vif-A3F inh: -36%; RXFP1 ag: 1.9%; Vif-A3G inh: -4%; TrxR1 substrate: 9%; USP1-UAF1 inh: -18%; mIDH1 inhibitor: -11%; PI4K2A inh: -1; Glioma ERSR ind: 1%; LDHA inh: -17

Results for Cc1ccc(NC(=O)CSc2ccc3nnc(CCNC(=O)c4ccccc4)n3n2)c(C)c1 ?
Vif-A3F inh: -4%; RXFP1 ag: 3.7%; Vif-A3G inh: 3%; TrxR1 substrate: -17%[57.1 µM]; USP1-UAF1 inh: -13%; mIDH1 inhibitor: 4%; PI4K2A inh: -5; Glioma ERSR ind: -4%; LDHA inh: -2

How did Cc1ccc(Nc2nc(N)nc(CN3CCN(Cc4ccc5c(c4)OCO5)CC3)n2)cc1C do in these assays?
Vif-A3F inh: inconclusive; RXFP1 ag: 0.0%; Vif-A3G inh: 0%; TrxR1 substrate: 4%[57.1 µM]; USP1-UAF1 inh: -8%; mIDH1 inhibitor: -7%; PI4K2A inh: 4; Glioma ERSR ind: 0%; LDHA inh: -2

Results for COc1cc2c(cc1OC)-c1cc(Nc3cccc(C)c3)nc(=O)n1CC2 ?
Vif-A3F inh: 4%; RXFP1 ag: 0.0%; Vif-A3G inh: -11%; TrxR1 substrate: 11%; USP1-UAF1 inh: -21%; mIDH1 inhibitor: -12%; PI4K2A inh: 0; Glioma ERSR ind: 0%; LDHA inh: -1

What do the screens show for `O=C1CCC(C(=O)NCc2ccc3c(c2)OCO3)N1` (stereo not drawn)?
Vif-A3F inh: -5%; RXFP1 ag: 1.4%; Vif-A3G inh: 0%; TrxR1 substrate: -5%[57.1 µM]; USP1-UAF1 inh: -10%; mIDH1 inhibitor: -2%; PI4K2A inh: -2; Glioma ERSR ind: -4%; LDHA inh: -3

Results for Cc1ccc(NC(=O)CSc2nnc(Cn3c(=O)sc4ccccc43)n2C)cc1Cl ?
Vif-A3F inh: -4%; RXFP1 ag: -0.7%; Vif-A3G inh: 0%; TrxR1 substrate: -10%[57.1 µM]; USP1-UAF1 inh: -17%; mIDH1 inhibitor: 5%; PI4K2A inh: 5; Glioma ERSR ind: -3%; LDHA inh: 1

How did OCCC1CN(Cc2ccccc2-c2ccco2)CCN1Cc1ccsc1 (stereo not drawn) do in these assays?
Vif-A3F inh: 1%; RXFP1 ag: -1.7%; Vif-A3G inh: 0%; TrxR1 substrate: 5%; USP1-UAF1 inh: -1%; mIDH1 inhibitor: -2%; PI4K2A inh: 5; Glioma ERSR ind: -3%; LDHA inh: -3

Bioassay records as filed in PubChem.
